SRC1 TRFRET art – flags TR-FRET format artefacts in PPARgamma SRC-1 recruitment agonist screen; 99,000 compounds, 0.34% hits; AID 1051; TR-FRET detection artefact counter-screen, emission ratio; stronger effect = higher value; TR-FRET ratio at 8 µM; in the data active means TR-FRET ratio above about 2300; further: inactives centre near 1800; reference of the scale not given here
SRC3 TRFRET art – flags TR-FRET format artefacts in PPARgamma SRC-3 recruitment agonist screen; TR-FRET artefact counter-screen, PPARgamma/SRC-3 format; stronger effect = higher value; TR-FRET ratio at 8 µM; 99,000 compounds, 0.39% hits; in the data active means TR-FRET ratio above about 2000; further: inactives centre near 1600; reference of the scale not given here
* marks the source's active call; other numbers are inactive results. An excerpt, so the mix of outcomes need not match the whole.

cpd	canonical_smiles	SRC1 TRFRET art	SRC3 TRFRET art
1	CCN(CC)C(=S)SCC(=O)Nc1ccc(S(N)(=O)=O)cc1	1886	1601
2	COc1cccc(C(C(=O)NC(C)(C)C)N(C(=O)CCC(=O)Nc2cc(C)on2)C(C)C)c1OC (stereo not drawn)	1856	1619
3	Cc1nc(NC(=O)c2ccccc2[N+](=O)[O-])sc1C(=O)N(C)C	1774	1624
4	O=c1[nH]c(Nc2ccc3c(c2)OCCO3)nnc1Cc1ccccc1	1420	1568
5	CCN(CC)CC#CCC(O)(c1ccccc1)C1CCCCC1 (stereo not drawn)	1585	1481
6	CCN(C(=O)CSc1cc(C)c2ccccc2n1)c1c(N)n(Cc2ccccc2)c(=O)[nH]c1=O	2082	1586
7	Cc1cccc2c(N)c3c(nc12)CCCC3 (tested in a mixture with another compound)	1884	1570
8	CCc1cccc(C)c1NC(=S)NCC1CCN(c2ccc(OC)cc2)C1 (stereo not drawn)	1702	1637
9	O=C(CN1CCOCC1)Nc1c(Cl)cc(Cl)cc1Cl	1834	1579
10	C/C(=N\NC(=O)Cn1c(C)nc2ccccc21)c1cccs1	1588	1439
11	O=C(CCl)NN=C(c1ccccc1)c1ccccc1	1543	1548
12	COc1ccc(Br)cc1CN(C)C(=O)c1ccc2c(c1)NC(=O)C(C)S2 (stereo not drawn)	1657	1336
13	Cc1oc(-c2ccc(F)cc2)nc1CN(Cc1ccccn1)CC1CCCO1 (stereo not drawn)	1621	1623
14	FC(F)Sc1ccc(NC(=S)NCc2ccccc2)cc1	1701	1632
15	Cc1cccc(C)c1NC(=S)Nc1ccc(F)cc1	1665	1419
16	O=C(NC1=NCCS1)c1ccc(N2CCCC2=O)cc1	1575	1530
17	CC(=O)N1N=C(c2ccccc2)CC1c1ccccc1[N+](=O)[O-] (stereo not drawn)	1467	1408
18	COC(=O)c1ccccc1NC(=O)c1c(O)c2c([nH]c1=O)CCCC2	1873	1623
19	O=C(Nc1nnc(-c2ccncc2)o1)c1ccccc1F	1952	1405
20	Cc1ccnc(SCC(=O)c2cccs2)n1	1899	1466

(more compounds)
cpd	canonical_smiles	SRC1 TRFRET art	SRC3 TRFRET art
21	CCOc1ccc(CN2CCNC(=O)C2CC(=O)NCc2ccccn2)cc1 (stereo not drawn)	1730	1532
22	COc1cccc(C(=O)/C=C2\Sc3ccccc3N2C)c1	1902	1504
23	CCOc1ccc(C(Nc2cccnc2)c2cc(Cl)c3cccnc3c2O)cc1 (stereo not drawn)	1827	1595
24	Cc1cccc(-n2c(Cc3cc(=O)[nH]c(=O)[nH]3)nnc2SC(C)C)c1	1803	1666
25	C(=N\N1CCN(c2ccccc2)CC1)/c1ccccc1	2096	1638
26	COc1ccc(C(c2sc3nc(C)nn3c2O)N2CCC(C(N)=O)CC2)cc1OC (stereo not drawn)	1961	1600
27	O=C(CNC(=O)c1cccs1)OCC(=O)c1ccccc1Cl	1715	1742
28	C=CCn1c(CCNC(=O)c2ccccc2F)nnc1SCC(=O)Nc1ccc(OC)cc1	1767	1620
29	CCC(=O)N/N=C/c1ccc(-c2ccc(Cl)cc2)o1	1616	1642
30	Cn1c(-c2cccs2)[n+](C)c2ccccc21	1815	1921
31	O=C(CSc1ncnc2ccccc12)Nc1cccc(S(=O)(=O)N2CCOCC2)c1	2188	1767
32	COc1ccc(/C=C/c2nc(N)nc(-c3ccccc3O)n2)cc1OC	1695	1541
33	CN(C)N1C(N)=C(C#N)C(c2ccsc2)C2=C1CCCC2=O (stereo not drawn)	1748	1823
34	O=C(OCC(=O)c1cccs1)c1ccccc1	1648	1528
35	Cc1ccc(/C=C2/NC(=O)N(Cc3ccccc3F)C2=O)o1	1838	1378
36	CCC(CC)NC(=O)COC(=O)CCC(=O)c1ccc(Cl)cc1	1807	1537
37	CCc1ccc(NC(=O)C(C)n2nc(C)c([N+](=O)[O-])c2C)cc1 (stereo not drawn)	1789	1741
38	Cc1ccc(-c2nnn(CC(=O)Nc3nnc(C(C)C)s3)n2)cc1	1817	1585
39	N#Cc1c(Nc2cccc(F)c2)sc2c(O)cc(=O)[nH]c12	1772	1714
40	NC(=O)c1nnn(-c2ccccc2)c1N	1804	1738

The listing continues:
cpd	canonical_smiles	SRC1 TRFRET art	SRC3 TRFRET art
41	COc1ccccc1NS(=O)(=O)c1cccc(C(=O)OCc2nc3ccccc3s2)c1	1685	1752
42	Nc1cc(N)nc(SCC(=O)NNC(=O)Cc2ccccc2)n1	1953	1629
43	CCOc1ccccc1OCC(=O)NCCc1ccc(S(N)(=O)=O)cc1	1912	1671
44	N/C(=N\OC(=O)COc1ccc(Cl)cc1Br)c1ccncc1	1685	1635
45	Cc1ccc(-c2cc(C(=O)NCCc3ccc(S(N)(=O)=O)cc3)c3ccccc3n2)cc1	1606	1898
46	CCOC(=O)COn1c(=O)c(=O)n(O)c2ccccc21	1762	1701
47	C=CCSc1nc(C)c(CCC(C)C)c(=O)[nH]1	1998	1727
48	O=C(COc1ccc2ccccc2c1)Nc1ccc2c3c(cccc13)CC2	1719	1778
49	CN1CCN(C(=O)C2=C[C@@H](c3csc4ccccc34)C[C@@H](OCCCCO)O2)CC1	1593	1659
50	CC(=O)c1ccc(Oc2cc(C)nc(N3CCOCC3)n2)cc1	1594	1370
51	COc1ccccc1CN1C[C@@H]2C[C@@H](c3ccc4nsnc4c3)N3CCC[C@@]23C1=O	1827	1619
52	CCc1ccc(CN2CCC(CO)(CC3CCCCO3)CC2)o1 (stereo not drawn)	1997	1627
53	CC1(C)C(=O)OC(C(=O)c2ccccc2)C2(CCCCC2)C1=O (stereo not drawn)	1734	1633
54	O=C(CCn1c2c(c3ccccc31)CCCC2)NNC(=O)c1ccc([N+](=O)[O-])cc1	1761	1501
55	COc1ccccc1N1CCN(/N=C\C(Br)=C\c2ccccc2)CC1	1735	1517
56	CCN(CC(=O)Nc1cccc(C(C)=O)c1)S(=O)(=O)c1ccc(C)cc1	1782	1491
57	Cc1cc(C)nc(Nc2cc([N+](=O)[O-])ccc2C)n1	1829	1306
58	Cc1ccc(S(=O)(=O)N2CCC(C(=O)N3CCN(Cc4ccccc4)CC3)CC2)cc1	1789	1538
59	COc1cc(NC(=O)c2noc3c2CCC3)c(OC)cc1Cl	1433	1426
60	O=C(NCCc1c[nH]c2ccccc12)C(=O)NCC1OCCCN1S(=O)(=O)c1ccc(F)cc1 (stereo not drawn)	1896	1422

Single values from above:
no. 50 in SRC3 TRFRET art → 1370
no. 47 in SRC1 TRFRET art → 1998
no. 52 in SRC3 TRFRET art → 1627

4 of the compounds above, with each value named.
8. CCc1cccc(C)c1NC(=S)NCC1CCN(c2ccc(OC)cc2)C1 (stereo not drawn)
  SRC1 TRFRET art: 1702 | SRC3 TRFRET art: 1637

47. C=CCSc1nc(C)c(CCC(C)C)c(=O)[nH]1
  SRC1 TRFRET art: 1998 | SRC3 TRFRET art: 1727

37. CCc1ccc(NC(=O)C(C)n2nc(C)c([N+](=O)[O-])c2C)cc1 (stereo not drawn)
  SRC1 TRFRET art: 1789 | SRC3 TRFRET art: 1741

38. Cc1ccc(-c2nnn(CC(=O)Nc3nnc(C(C)C)s3)n2)cc1
  SRC1 TRFRET art: 1817 | SRC3 TRFRET art: 1585

(further entries)
cpd	canonical_smiles	SRC1 TRFRET art	SRC3 TRFRET art
61	Cc1nn(C(C)C(=O)O)c(=O)c2ccccc12 (stereo not drawn)	1834	1666
62	Cc1ccsc1C(=O)OCC(=O)NCCCc1ccccc1	1996	1732
63	COc1ccc2[nH]c(N=Nc3ccccc3C)c(O)c2c1	1827	1628
64	COc1ccccc1OCc1ccc(C(=O)Nc2ccccc2F)cc1	1973	1716
65	CC(C)CC(NS(=O)(=O)c1cc(C(=O)O)ccc1Cl)C(=O)O (stereo not drawn)	1939	1519
66	CCOC(=O)CNC(=O)CSc1nc(-c2cccc(C)c2)ns1	1884	1693
67	Clc1cccc2sc(N3CCN(c4ccccc4)CC3)nc12	2030	1618
68	O=C(NCC1OCCc2ccccc21)c1ccc(NC(=O)c2cccc(Br)c2)cc1 (stereo not drawn)	1733	1520
69	CN1C(=O)c2ccc(NC(=O)c3ccc(N4CCCCC4)c([N+](=O)[O-])c3)cc2C1=O	1575	1436
70	Cc1ccc(NC(=S)Nc2cccc3cnccc23)c(C)c1	1896	1344
71	CCC(c1nnnn1C(C)(C)CC)N1CCN(c2ccccc2F)CC1 (stereo not drawn)	1845	1735
72	CCOC(=O)N1CCN(Cc2nc(N)nc(Nc3ccc(Cl)cc3)n2)CC1	1566	1442
73	CC1=C(C(=O)Nc2ccccn2)C(c2ccccc2Cl)NC(=S)N1 (stereo not drawn)	2001	1685
74	Cc1ccc2cccc(OCC(=O)Nc3ccc4c(c3)OCO4)c2n1	1788	1734
75	COc1ccc(C2=NN(C(=O)CCCC(=O)O)C(c3cccs3)C2)cc1OC (stereo not drawn)	2126	1464
76	CS(=O)(=O)c1cccc(C(=O)NCc2ccccc2)c1	1685	1320
77	Cc1ccc(-c2nn(-c3ccccc3)cc2/C=C/C(=O)Nc2cccc(S(N)(=O)=O)c2)cc1	1920	1574
78	COc1ccc(C2CC(c3ccccc3)=NN2c2ccccc2)c(C(=O)O)c1OC (stereo not drawn)	1934	1688
79	Cc1ccc(CN2CCN(CC(=O)N/N=C/c3c[nH]c4ccccc34)CC2)cc1	1773	1580
80	Cc1sc(NC(=O)CSc2nc(O)cc(=O)[nH]2)nc1-c1ccccc1	1587	1586

Next part:
cpd	canonical_smiles	SRC1 TRFRET art	SRC3 TRFRET art
81	O=C(/C=C/c1ccc2c(c1)OCO2)N1CCN(c2ccccc2F)CC1	1819	1352
82	CC(=O)N/C(=C/c1ccccc1)C(=O)N1CCCCC1	2027	1650
83	CCCC(=O)NC(=S)Nc1sc2c(c1C(N)=O)CCC2	1659	1683
84	Cc1ccc(NS(=O)(=O)c2ccc(CCC(=O)O)cc2)cc1	1807	1391
85	COCCSc1ccccc1C(=O)N1CCN(Cc2ccccc2)CC1	2011	1672
86	CC(C)Cc1nn2c(N)c(/C=C3\C=Nc4ccccc43)c(=O)nc2s1	1634	1551
87	Oc1c(Br)cccc1/C=N/Nc1c(F)c(F)c(F)c(F)c1F	1717	1382
88	CC(C)CCn1c(N2CCN(c3cccc(Cl)c3)CC2)nc2c1c(=O)[nH]c(=O)n2C	1844	1642
89	Cc1cccc(N(C(=O)Cc2cccs2)C(C(=O)NCc2ccco2)c2ccncc2)c1 (stereo not drawn)	2257	1638
90	Cc1nc2c(C#N)cnn2c2c1CCN(Cc1ccccc1)N2C	1996	1694
91	Fc1ccc(C2=CC(c3ccc(Br)o3)n3ncnc3N2)cc1 (stereo not drawn)	2085	1977
92	CCN1CCC2(CC1)N=C(c1ccc(F)cc1)C(=S)N2C(=O)c1ccc(C(C)(C)C)cc1	1616	1555
93	COCCn1c(C)cc(C(=O)COC(=O)c2ccc(Br)o2)c1C	1821	1610
94	O=C(Cn1c(=O)oc2ccccc21)Nc1ccccc1N1CCOCC1	1858	1621
95	Brc1ccc(-c2cn3c(n2)SCC3)cc1	2048	1584
96	Cc1ccc(S(=O)(=O)NNC(=O)C2COc3ccccc3O2)cc1 (stereo not drawn)	1764	1632
97	COc1ccccc1CCC(=O)OCC(=O)Nc1ccc(S(N)(=O)=O)cc1	2001	1508
98	COc1cc(C(=O)c2c(C)c(CCC#N)n3ccccc23)cc(OC)c1OC	1915	1381
99	COc1ccc2nc(SCc3cccc(C)c3)nc(C)c2c1	1764	1583
100	CCN(CC)C(=O)c1[nH]cnc1C(=O)N[C@@H](CC(C)C)C(=O)OCc1ccccc1	1871	1597

Rewritten field by field: part of the list above
88. CC(C)CCn1c(N2CCN(c3cccc(Cl)c3)CC2)nc2c1c(=O)[nH]c(=O)n2C
  SRC1 TRFRET art: 1844 | SRC3 TRFRET art: 1642

89. Cc1cccc(N(C(=O)Cc2cccs2)C(C(=O)NCc2ccco2)c2ccncc2)c1 (stereo not drawn)
  SRC1 TRFRET art: 2257 | SRC3 TRFRET art: 1638

The list goes on:
cpd	canonical_smiles	SRC1 TRFRET art	SRC3 TRFRET art
101	COC(=O)c1ccccc1NC(=O)C1CCCN(c2nnc(-n3cccc3)s2)C1 (stereo not drawn)	1808	1762
102	Cc1nn(C(=O)c2cccnc2)c(C)c1Sc1ccccc1	1561	1427
103	O=C(O)C1CCN(C(=O)CSc2nc3ccccc3s2)CC1	1697	1866
104	COc1ccccc1Nc1ncc(C(=O)Nc2ccc(OC)c(OC)c2)c2ccccc12	1844	1474
105	C=CCn1c(C(C)NC(=O)c2cccc(C)c2)n[nH]c1=S (stereo not drawn)	1686	1666
106	CCOc1ccc(C(=O)c2cc3ccc(O)cc3oc2=O)cc1	1626	1576
107	CC(C)NC(=O)/C(=C/c1cn(-c2ccccc2)nc1-c1cccc([N+](=O)[O-])c1)NC(=O)c1ccccc1	1843	1449
108	CC(C)CC(NS(=O)(=O)c1ccc2[nH]c(=O)c(=O)[nH]c2c1)C(=O)O (stereo not drawn)	1681	1533
109	Cn1cc(CN2CCN(CCc3ccccc3)C(CCO)C2)cn1 (stereo not drawn)	1842	1583
110	CCOc1ncccc1C(=O)N1CCCSC1=Nc1ccccc1OC	1660	1649
111	CCOC(=O)c1c(NC(=O)COC(=O)Cn2c(C)nc3ccccc32)sc2c1CCCC2	1899	1738
112	CCOC(=O)C1(CCOC)CCN(Cc2ccc(C3CCCCO3)s2)CC1 (stereo not drawn)	1694	1527
113	Cc1cccn2c(CN3CCSCC3)c(C(=O)N3CCOCC3)nc12	1762	1724
114	CCCn1c(N)c(CC)c(=O)[nH]c1=O	1922	1390
115	CCOC(=O)C1(Cc2ccccc2)CCCN(Cc2cccc(C(C)=O)c2)C1 (stereo not drawn)	1673	1721
116	COc1ccc(N2CCN(C(CNC(C)=O)c3ccco3)CC2)cc1 (stereo not drawn)	1797	1348
117	C=CSc1sc(Cl)c(N(C)C)c1[N+](=O)[O-]	2023	1618
118	CNC(=S)SCCOc1ccc(C)cc1	1837	1584
119	CN1CCC(N(C)C(=O)NC2CCCCC2)CC1	1775	1559
120	O=C(Cc1ccccc1[N+](=O)[O-])Nc1ccc2c(c1)OCO2	1843	1656
121	COc1ccc(OC)c(-c2cc(C(=O)Nc3ccc(F)cc3F)no2)c1	1740	1737

Assay outcomes as filed in PubChem.
